CF NFkB inh: inhibitors of PAF-induced NF-kB signaling, primary screen, cell-based, GFP fluorescence, uHTS | KKLEB NF-kB-GFP reporter, GFP fluorescence overnight | inhibition, % at 5 µM | actives 0.86% (n = 360,000) | AID 588850, 2011;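 active = at least 50% inhibition at 5 µM, scaled per plate between neutral and stimulator controls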;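 note: PAF is a Pseudomonas aeruginosa culture filtrate used as stimulus; plate controls were PAF-stimulated DMSO wells for no effect and unstimulated DMSO wells for full effect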
HIF-2a block: HIF-2a reporter inhibitors, primary screen, luminescence, 786-0 RCC cells. actives 0.72% (n = 360,000). inhibition, % at 18.8 µM. 786-0 RCC cells HIF-2a reporter, luciferase luminescence, overnight;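 active = inhibition of the luminescence signal of 40% or more relative to plate controls, in a single-dose primary screen at 18.75 µM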
Peg3 promoter: Peg3 promoter-driven luciferase inhibitors, primary screen, cell-based, HeLa, luciferase luminescence; HeLa PEG-Prom luciferase reporter, overnight; inhibition, % at 20 µM; actives 1.7% (n = 360,000); AID 588405, 2011;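 active = inhibition of at least 50% at 20 µM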
NR2E3 ag-1: NR2E3 agonists in two-hybrid cells, primary screen, cell-based, luminescence, CHO-S, Gal4-NCOR/VP16-NR2E3 | luciferase | inhibition of corepressor binding, % at 3.98 µM | actives 0.35% (n = 360,000) | AID 602229, 2012;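 active = inhibition above the mean of all tested compounds plus 3 SD, cut at about 70% in these data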;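 note: 0% = DMSO with NR2E3 transfected cells and 100% = cells lacking NR2E3 construct; higher means lower luciferase signal from less NR2E3 corepressor binding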
Target sequence (Q9Y5X4 whole entry, looked up, the tested form may be a part): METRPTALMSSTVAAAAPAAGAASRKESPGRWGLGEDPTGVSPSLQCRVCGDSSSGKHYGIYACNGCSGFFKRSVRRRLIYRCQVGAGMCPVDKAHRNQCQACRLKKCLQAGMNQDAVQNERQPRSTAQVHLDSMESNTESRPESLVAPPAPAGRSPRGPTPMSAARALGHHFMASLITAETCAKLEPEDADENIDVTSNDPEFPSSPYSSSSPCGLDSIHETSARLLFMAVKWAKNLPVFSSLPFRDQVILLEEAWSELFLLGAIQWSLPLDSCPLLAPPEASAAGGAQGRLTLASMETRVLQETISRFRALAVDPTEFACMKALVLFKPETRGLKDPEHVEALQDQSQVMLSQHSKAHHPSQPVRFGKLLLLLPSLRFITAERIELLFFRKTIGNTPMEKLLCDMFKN
aDG glyco up: activators of alpha-DG glycosylation, primary screen, uHTS, Pro5-aDG cells, AlphaScreen. activation, % at 10 µM. alpha-DG glycosylation AlphaScreen (IIH6); 0% Pro5, 100% B10-LARGE cell signal. actives 0.22% (n = 360,000);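 active = activation of at least 8% versus controls, or a plate z-score of at least 8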;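 note: Pro5 are CHO cells carrying HIG-tagged alpha-DG that lacks glycosylation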
iPSC survival up: enhancers of single-cell hiPSC survival, primary screen, ATPlite luminescence; 100% = ROCK inhibitor wells, 0% = DMSO; survival enhancement, % at 20 µM; actives 0.044% (n = 360,000); AID 602274, 2012; in the data active = survival enhancement above about 18%;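 note: cells exposed to compounds for 16 hours before the ATP read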
NR2E3 ag-2: inhibitors of NR2E3-RetCOR corepressor binding, primary screen, NR2E3 agonist project, biochemical, TR-FRET, GST-NR2E3, biotin-RetCOR; 1536-well; inhibition of corepressor binding, % at 4.78 µM; actives 0.12% (n = 320,000); AID 2300, 2010;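 active = percent inhibition above the cutoff of mean plus 3 SD of all tested compounds, set per screening campaign, cut at about 20% in these data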;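 note: 0% = DMSO wells and 100% = biotin wells as full block of FRET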
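System: GST-NR2E3 and biotin-RetCOR proteins; probe or stimulus: 7 nM biotin-RetCOR; doses: compound at 4.8 µM, single dose; schedule: Compound–protein incubation for 5 h at 4 °C; detection: time-resolved FRET; read-out: percent inhibition; controls: biotin wells as high control, 0.6% DMSO wells as low control; format: 1536-well plates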
KKLEB cytotox: cytotoxicity in KKLEB CF airway cells, primary screen, cytotoxicity control for CF NF-kB inhibitor project, cell-based, uHTS, fluorescence assay plates; activity change (cytotoxicity), % at 5 µM; actives 0.36% (n = 360,000); KKLEB CF airway cells viability, ATPlite luminescence, overnight; active compounds read low; cells stimulated with P. aeruginosa culture filtrate; AID 602141, 2011;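 active = corrected activity change at or below -50% at 5 µM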
MITF TRPM1 inh: inhibitors of MITF-dependent TRPM1 promoter reporter, primary screen, cell-based, SK-MEL-5, single point, luciferase. actives 0.83% (n = 330,000). inhibition, % at 12.5 µM. AID 488899, 2010. SK-MEL-5 TRPM1 promoter luciferase, 24 h;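 active = mean inhibition across replicates of 60% or more, whatever share of single replicates reaches that level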; note: values of inactives mirror those of a sister screen read the other way
TWEAK Fn14 block: inhibitors of TWEAK-Fn14 signaling, primary screen, luciferase reporter cells, uHTS. actives 2% (n = 360,000). AID 1159606, 2016. inhibition, % at 10 µM. TWEAK-stimulated Fn14 reporter cells, luciferase luminescence, 8 h; in the data active = inhibition above about 50%
Shn3 inh set2: reduction of Shn3 3'UTR firefly luciferase signal, primary screen, Schnurri-3 inhibitor project, cell-based, Clone20 osteoblasts, set 2; inhibition, % at 12.5 µM; AID 588674, 2011; actives 0.52% (n = 360,000); Clone20 osteoblast Shn3 3'UTR firefly luciferase, 24 h;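 active = mean inhibition of at least 75% with every replicate also reaching 75%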;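 note: 0% = median of neutral control wells and 100% = pilot-screen positive control compound; some compounds past the cut are filed as inactive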
Active calls of the source: *.

`Cc1cc(OCC(=O)OCC(=O)NC2CCS(=O)(=O)C2)ccc1Cl` (centres undefined) gave CF NFkB inh 14, HIF-2a block 5, Peg3 promoter -8, NR2E3 ag-1 7, aDG glyco up -0.4, iPSC survival up -1.1, KKLEB cytotox -5, TWEAK Fn14 block 10 and Shn3 inh set2 2.
`COc1ccc(C)cc1S(=O)(=O)N1CCCC(C(=O)N2CCN(c3ccccc3F)CC2)C1` (centres undefined) gave CF NFkB inh 24, HIF-2a block 14, Peg3 promoter 15, NR2E3 ag-1 22, aDG glyco up 0.3, iPSC survival up 0.4, NR2E3 ag-2 -1, KKLEB cytotox -4, MITF TRPM1 inh -1, TWEAK Fn14 block 2 and Shn3 inh set2 22.
For COc1cccc(N2CCN(S(=O)(=O)c3ccc4c(c3)N(C(C)=O)CCO4)CC2)c1 the results were CF NFkB inh 8, HIF-2a block 8, Peg3 promoter -1, NR2E3 ag-1 8, aDG glyco up 0.0, iPSC survival up -0.7, NR2E3 ag-2 2, KKLEB cytotox -4, MITF TRPM1 inh 17, TWEAK Fn14 block 15 and Shn3 inh set2 35.
CCOc1ccc(CCNC(=O)COC(=O)Cn2cnc3ccccc3c2=O)cc1OCC was read as CF NFkB inh -4, HIF-2a block 5, Peg3 promoter 7, NR2E3 ag-1 -9, aDG glyco up -0.3, iPSC survival up -0.8, NR2E3 ag-2 -1, KKLEB cytotox -2, MITF TRPM1 inh -10, TWEAK Fn14 block 11 and Shn3 inh set2 -22.
Screening O=[N+]([O-])c1ccc(N2CCN(S(=O)(=O)c3ccccc3)CC2)c2cccnc12 returned CF NFkB inh -6, HIF-2a block 26, Peg3 promoter 32, NR2E3 ag-1 -17, aDG glyco up 4.4, iPSC survival up 2.2, NR2E3 ag-2 7, KKLEB cytotox -3, MITF TRPM1 inh 3, TWEAK Fn14 block 10 and Shn3 inh set2 -10.
O=C(C1CCCN(Cc2ccccc2[N+](=O)[O-])C1)N1CCCC1 (centres undefined) was read as CF NFkB inh 2, HIF-2a block 5, Peg3 promoter 8, NR2E3 ag-1 8, aDG glyco up 0.1, iPSC survival up 0.2, KKLEB cytotox 6, MITF TRPM1 inh 1, TWEAK Fn14 block 21 and Shn3 inh set2 6.
For Cc1c(C(=O)N2CCCC2)c(S(=O)(=O)Nc2ccccc2Cl)c(C)n1C the results were CF NFkB inh 14, HIF-2a block 9, Peg3 promoter 15, NR2E3 ag-1 -20, aDG glyco up 0.1, iPSC survival up -0.5, NR2E3 ag-2 4, KKLEB cytotox -10, MITF TRPM1 inh -9, TWEAK Fn14 block 6 and Shn3 inh set2 2.
For CNC(=O)COc1ccc(C=O)cc1OC the results were CF NFkB inh 2, HIF-2a block 15, Peg3 promoter 10, NR2E3 ag-1 -9, aDG glyco up -0.1, iPSC survival up -0.3, NR2E3 ag-2 2, KKLEB cytotox -1, MITF TRPM1 inh -8, TWEAK Fn14 block 0 and Shn3 inh set2 19.
CCOC(=O)/C(C#N)=C\C1=C(N2CCOCC2)CC(C)(C)OC1 was read as CF NFkB inh -16, HIF-2a block 4, Peg3 promoter 15, NR2E3 ag-1 -1, aDG glyco up -0.2, iPSC survival up -0.2, NR2E3 ag-2 1, KKLEB cytotox 14, MITF TRPM1 inh 4, TWEAK Fn14 block -13 and Shn3 inh set2 -10.
COc1ccc(OCC(=O)C2CC2)c(C#N)c1 was read as CF NFkB inh -19, HIF-2a block -159, Peg3 promoter -185, NR2E3 ag-1 -24, aDG glyco up -0.2, iPSC survival up 0.2, NR2E3 ag-2 1, KKLEB cytotox 8, MITF TRPM1 inh -18, TWEAK Fn14 block -16 and Shn3 inh set2 -9.
Screening N/C(=N\OC(=O)Nc1ccccc1)c1ccno1 returned CF NFkB inh -1, HIF-2a block -30, Peg3 promoter -36, NR2E3 ag-1 -20, aDG glyco up -0.1, iPSC survival up 0.8, NR2E3 ag-2 2, KKLEB cytotox -20, MITF TRPM1 inh -14, TWEAK Fn14 block -22 and Shn3 inh set2 -8.
For CC1(/[N+]([O-])=C/c2cccc(Cl)c2)CCCCC1=O (centres undefined) the results were CF NFkB inh -11, HIF-2a block 19, Peg3 promoter 4, NR2E3 ag-1 10, aDG glyco up 0.0, iPSC survival up -0.8, NR2E3 ag-2 0, KKLEB cytotox -4, MITF TRPM1 inh -4, TWEAK Fn14 block 22 and Shn3 inh set2 12.
For OCCN1c2ccccc2CCc2ccccc21 the results were CF NFkB inh 16, HIF-2a block 18, Peg3 promoter 19, NR2E3 ag-1 -9, aDG glyco up 0.0, iPSC survival up -0.1, NR2E3 ag-2 -4, KKLEB cytotox -2, TWEAK Fn14 block 2 and Shn3 inh set2 21.
For CCN1Cc2c(/C=C/c3ccccc3)nc3ccc(OC)cc3c2N(c2cccc(Cl)c2)C1 the results were CF NFkB inh -7, HIF-2a block 17, Peg3 promoter 101*, NR2E3 ag-1 -19, aDG glyco up 0.0, iPSC survival up 0.9, NR2E3 ag-2 -3, KKLEB cytotox -17, MITF TRPM1 inh 50, TWEAK Fn14 block -44 and Shn3 inh set2 57.
CCC(=O)c1cc2c(C)cc(=O)oc2c(C)c1OC(C)=O was read as CF NFkB inh -74, HIF-2a block 9, Peg3 promoter 9, NR2E3 ag-1 -28, aDG glyco up 0.2, iPSC survival up -0.1, NR2E3 ag-2 -6, KKLEB cytotox 17, MITF TRPM1 inh 4, TWEAK Fn14 block -26 and Shn3 inh set2 18.
For CN(C)CCCN(C(=O)c1ccco1)c1nc2ccc(F)cc2s1 the results were CF NFkB inh 14, HIF-2a block -35, Peg3 promoter -47, NR2E3 ag-1 -12, aDG glyco up 0.1, iPSC survival up -0.1, NR2E3 ag-2 -1, KKLEB cytotox -2, MITF TRPM1 inh 3, TWEAK Fn14 block -1 and Shn3 inh set2 -7.
Cc1cc(C)c(/C([O-])=C(/C(=S)Nc2ccc(SC(F)F)cc2)[n+]2ccccc2)cc1C was read as CF NFkB inh -3, HIF-2a block -52, Peg3 promoter -29, NR2E3 ag-1 -1, aDG glyco up 0.3, iPSC survival up 1.4, NR2E3 ag-2 1, KKLEB cytotox 5, MITF TRPM1 inh 15, TWEAK Fn14 block -9 and Shn3 inh set2 0.
Screening C[C@H](CO)N1C[C@H](C)[C@@H](CN(C)Cc2ccncc2)Oc2c(NC(=O)C3CC3)cccc2C1=O returned CF NFkB inh 9, HIF-2a block 8, Peg3 promoter 7, NR2E3 ag-1 7, aDG glyco up 0.0, iPSC survival up -2.1, KKLEB cytotox -8, MITF TRPM1 inh -4, TWEAK Fn14 block 0 and Shn3 inh set2 -7.
O=C(COc1ccc2c(-c3ccccc3)cc(=O)oc2c1)NCc1cccs1 was read as CF NFkB inh 9, HIF-2a block -10, Peg3 promoter 6, NR2E3 ag-1 -18, aDG glyco up -0.1, iPSC survival up -2.8, NR2E3 ag-2 4, KKLEB cytotox -15, MITF TRPM1 inh -11, TWEAK Fn14 block -27 and Shn3 inh set2 7.
`CC(C)Cn1c(-c2ccc(Br)o2)n[nH]c1=S` gave CF NFkB inh -5, HIF-2a block 21, Peg3 promoter -6, NR2E3 ag-1 1, aDG glyco up 0.0, iPSC survival up 4.8, NR2E3 ag-2 0, KKLEB cytotox 1, MITF TRPM1 inh -4, TWEAK Fn14 block -4 and Shn3 inh set2 -4.

In the list so far, these have a furan ring, fused or not.
For CN(C)CCCN(C(=O)c1ccco1)c1nc2ccc(F)cc2s1 the results were CF NFkB inh 14, HIF-2a block -35, Peg3 promoter -47, NR2E3 ag-1 -12, aDG glyco up 0.1, iPSC survival up -0.1, NR2E3 ag-2 -1, KKLEB cytotox -2, MITF TRPM1 inh 3, TWEAK Fn14 block -1 and Shn3 inh set2 -7.
`CC(C)Cn1c(-c2ccc(Br)o2)n[nH]c1=S` gave CF NFkB inh -5, HIF-2a block 21, Peg3 promoter -6, NR2E3 ag-1 1, aDG glyco up 0.0, iPSC survival up 4.8, NR2E3 ag-2 0, KKLEB cytotox 1, MITF TRPM1 inh -4, TWEAK Fn14 block -4 and Shn3 inh set2 -4.

(more compounds)
COc1ccc(OC)c(C(c2nnnn2Cc2ccccc2)N2CCC(C(N)=O)CC2)c1 (centres undefined) was read as CF NFkB inh -33, HIF-2a block 12, Peg3 promoter 14, NR2E3 ag-1 -17, aDG glyco up 0.4, iPSC survival up 5.1, NR2E3 ag-2 0, KKLEB cytotox 23, MITF TRPM1 inh -5, TWEAK Fn14 block -6 and Shn3 inh set2 10.
For Cc1ccc(C(=O)NC2CC(C)(C)NC(C)(C)C2)cc1Cl the results were CF NFkB inh -6, HIF-2a block 16, Peg3 promoter -5, NR2E3 ag-1 0, aDG glyco up 0.0, iPSC survival up -0.3, NR2E3 ag-2 2, KKLEB cytotox -3, MITF TRPM1 inh 6, TWEAK Fn14 block -12 and Shn3 inh set2 0.
`CCS(=O)(=O)C1=NN2C(=N)/C(=C\c3ccc(OCCOc4cccc(OC)c4)c(OC)c3)C(=O)N=C2S1` gave CF NFkB inh 8, HIF-2a block 7, Peg3 promoter -28, NR2E3 ag-1 7, aDG glyco up -0.1, iPSC survival up -0.7, NR2E3 ag-2 1, KKLEB cytotox 0, MITF TRPM1 inh -13, TWEAK Fn14 block -22 and Shn3 inh set2 0.
`C[C@H](CO)N1C[C@H](C)[C@@H](CN(C)S(=O)(=O)c2cccs2)Oc2ccc(NC(=O)Nc3ccc(C(F)(F)F)cc3)cc2C1=O` gave CF NFkB inh 14, HIF-2a block 17, Peg3 promoter 39, NR2E3 ag-1 -4, aDG glyco up -0.4, iPSC survival up 1.7, KKLEB cytotox -17, MITF TRPM1 inh 7, TWEAK Fn14 block 60* and Shn3 inh set2 45.
C/C(=N\NC(=O)c1cc2ccccc2cc1O)c1ccc2c(c1)OCO2 was read as CF NFkB inh 8, HIF-2a block -116, Peg3 promoter -120, NR2E3 ag-1 -8, aDG glyco up 0.0, iPSC survival up -1.0, NR2E3 ag-2 0, KKLEB cytotox -16, MITF TRPM1 inh -6, TWEAK Fn14 block -5 and Shn3 inh set2 -18.
For COc1cccc(-n2nnnc2SCC(=O)Nc2ccc3c(c2)OCCO3)c1 the results were CF NFkB inh 26, HIF-2a block 21, Peg3 promoter 34, NR2E3 ag-1 -5, aDG glyco up 0.0, iPSC survival up -1.7, NR2E3 ag-2 -1, KKLEB cytotox -12, MITF TRPM1 inh -2, TWEAK Fn14 block -5 and Shn3 inh set2 2.
